# Assay outcomes as filed in PubChem BioAssay.
# SRC2 TRFRET art: counter-screen for PPARgamma SRC-2 recruitment agonists: TR-FRET artefact. stronger effect = higher value. TR-FRET ratio at 8 µM. actives 0.4% (n = 200,000). AID 1049; in the data active means TR-FRET ratio above about 2000; further: inactives centre near 1500
# TLR4-MyD88 BLA: blocks binding of human TLR4 to MyD88; O00206+Q99836; HeLa CL3-4 TLR4/MyD88 BLA complementation, FRET ratio; inhibition, % at 8.4 µM; actives 0.18% (n = 200,000); AID 861; in the data active means inhibition above about 25%;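 further: 0% = vehicle and 100% = reference inhibitor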
# Target sequence (O00206 whole entry, looked up): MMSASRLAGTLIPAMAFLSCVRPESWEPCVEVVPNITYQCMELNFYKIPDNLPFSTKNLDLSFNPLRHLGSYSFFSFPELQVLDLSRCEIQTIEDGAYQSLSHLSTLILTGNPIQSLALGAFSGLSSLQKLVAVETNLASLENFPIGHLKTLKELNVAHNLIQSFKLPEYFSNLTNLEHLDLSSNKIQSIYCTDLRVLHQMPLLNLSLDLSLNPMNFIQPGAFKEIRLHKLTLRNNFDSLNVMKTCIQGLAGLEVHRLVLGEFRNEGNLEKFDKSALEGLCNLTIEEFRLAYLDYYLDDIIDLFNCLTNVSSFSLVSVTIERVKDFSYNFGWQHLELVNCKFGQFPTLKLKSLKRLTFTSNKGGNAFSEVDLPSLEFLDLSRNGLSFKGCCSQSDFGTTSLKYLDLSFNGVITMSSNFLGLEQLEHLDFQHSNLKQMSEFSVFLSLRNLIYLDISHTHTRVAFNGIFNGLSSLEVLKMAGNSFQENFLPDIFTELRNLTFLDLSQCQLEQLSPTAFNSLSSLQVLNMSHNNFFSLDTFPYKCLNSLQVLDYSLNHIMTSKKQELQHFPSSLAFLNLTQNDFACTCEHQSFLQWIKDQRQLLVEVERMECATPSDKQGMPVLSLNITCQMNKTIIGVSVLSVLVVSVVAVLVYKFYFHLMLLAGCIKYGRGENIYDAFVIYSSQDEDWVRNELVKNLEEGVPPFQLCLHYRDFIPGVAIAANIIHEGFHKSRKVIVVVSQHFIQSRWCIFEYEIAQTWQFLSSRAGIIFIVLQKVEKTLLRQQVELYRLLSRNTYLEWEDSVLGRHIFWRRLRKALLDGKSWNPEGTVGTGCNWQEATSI
# Target sequence (Q99836 whole entry, looked up): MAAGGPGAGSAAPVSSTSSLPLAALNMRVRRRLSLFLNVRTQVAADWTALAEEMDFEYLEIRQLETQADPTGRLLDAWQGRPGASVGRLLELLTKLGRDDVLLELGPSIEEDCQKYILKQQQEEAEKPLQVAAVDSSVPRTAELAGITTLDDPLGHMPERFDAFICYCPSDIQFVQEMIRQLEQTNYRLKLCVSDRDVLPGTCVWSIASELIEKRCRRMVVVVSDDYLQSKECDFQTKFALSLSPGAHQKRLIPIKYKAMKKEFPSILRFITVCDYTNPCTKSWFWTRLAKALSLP
# STAT3 inh: STAT3 signaling inhibition. AID 862. actives 0.89% (n = 190,000). U3A cells, IL-6 STAT3-luciferase reporter, luminescence; host cell line lacks STAT1. inhibition, % at 5.5 µM;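 active means inhibition above the mean inhibition across all screened compounds plus 3 SD, cut at about 44% in these data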;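 further: 0% = DMSO only wells and 100% = 100 µM nifuroxazide control wells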
# STAT3 activator: STAT3 signaling activation | U3A cells, IL-6 STAT3-luciferase reporter, luminescence; 100% = signal with IL-6 EC80 alone | activation (% of control), % at 5.6 µM | actives 0.91% (n = 190,000) | AID 871;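 active means activation above the screen-wide mean of compound activation plus 3 SD, cut at about 130% in these data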;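 further: 0% = background luminescence of wells with medium and substrate only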
#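 Material: human STAT1-deficient U3A cells with stable STAT3-luciferase reporter / Probe or stimulus: IL-6 stimulus at 33 ng/mL final / Schedule: 1 h compound pre-exposure, 6 h IL-6 stimulation, 37 °C / Technique: luminescence / Read-out basis: percent of IL-6-only median luminescence / Control set: IL-6-only high control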
# STAT1 inh: STAT1 signaling inhibition. actives 0.35% (n = 200,000). inhibition, % at 5.5 µM. NIH 3T3 STAT1-luciferase reporter, IFN-gamma, luminescence;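 active means inhibition above a set limit, the mean inhibition across all tested compounds plus 3 SD, cut at about 34% in these data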;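 further: 0% = IFN-gamma with DMSO and 100% = IFN-gamma with 300 µM nifuroxazide; values of inactives mirror those of a sister screen read the other way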
# PPARg SRC-1 ag: agonists of human PPARgamma SRC-1 coactivator recruitment; P37231; PPARgamma-SRC-1 coactivator recruitment biochemical assay; activation, % at 8 µM; actives 0.41% (n = 200,000); AID 631; in the data active means activation above about 19%;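 further: 0% = DMSO and 100% = reference agonist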
# RAM inhibit: inhibitors of the yeast RAM network; S. cerevisiae dse1pr::URA3 reporter, 5-FOA growth OD615, 2 d; analog-sensitive cbk1-as2 kinase mutant strain; inhibition, % at 50 µM; actives 1.8% (n = 190,000); AID 868;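 active means inhibition above a set limit, 3 SD over mean compound inhibition, cut at about 8.4% in these data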;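 further: 0% = DMSO-only wells with no growth and 100% = 10 µM 1-NA-PP1 full growth; inhibition rescues growth on 5-FOA so higher OD means more RAM inhibition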
# S1P3 antagonist: antagonists of human S1P3 receptor. actives 0.27% (n = 170,000). AID 485. Q99500. CHO S1P3 NFAT-BLA reporter, FRET fluorescence, antagonist mode. inhibition, % at 4.98 µM;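 active means inhibition above the plate cutoff, the mean inhibition of test wells on that plate plus 3 SD, cut at about 28% in these data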;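 further: cells challenged with S1P at its EC80 of 0.8 µM; blue over green emission ratio from cleaved BLA substrate after 4 h stimulation; 0% = S1P-stimulated wells and 100% = unstimulated DMSO-only wells; some compounds past the cut are filed as inactive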
# PPARg SRC-3 ag: PPARgamma-driven SRC-3 recruitment agonism. AID 731. activation, % at 8 µM. biochemical PPARgamma/SRC-3 coactivator recruitment assay. actives 0.26% (n = 200,000); in the data active means activation above about 23%;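 further: 0% = DMSO and 100% = reference agonist; some compounds past the cut are filed as inactive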
# ROMK mod: human ROMK K+ channel modulation, primary screen | P48048 | Tet-inducible ROMK, thallium flux fluorescence; actives lie on both sides | B-score at 10 µM | actives 2% (n = 130,000);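 active means signal ratio slope over the read window, or its plate-corrected B-score, at least 3 SD from the plate mean, either direction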;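 further: B-score of the F/F0 ratio slope over 7 to 12 s after thallium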
# PPARg SRC-2 ag: PPARgamma-driven SRC-2 recruitment agonism | activation, % at 8 µM | actives 0.34% (n = 200,000) | PPARgamma LBD-SRC-2 recruitment, biochemical; in the data active means activation above about 22%;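 further: 0% = vehicle and 100% = reference agonist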
# * hit, by the source's call; · = no result given.
# Under each structure – SRC2 TRFRET art	TLR4-MyD88 BLA	STAT3 inh	STAT3 activator	STAT1 inh	PPARg SRC-1 ag	RAM inhibit	S1P3 antagonist	PPARg SRC-3 ag	ROMK mod	PPARg SRC-2 ag
> COc1ccccc1N1CCN(/N=C/c2c(C)nn(-c3ccccc3)c2C)CC1
    1528	6	19	91	-3	8	0.9	·	3	·	10
> COc1ccc(C(=S)N2CCC(C(N)=O)CC2)cc1Br
    1482	6	0	102	0	0	1.1	-21	1	-0.0036	-1
> O=C(CCn1cnc2ccccc2c1=O)Nc1ccc(S(=O)(=O)N2CCCCC2)cc1
    1580	-5	9	97	-1	-1	3.1	6	-13	·	1
> O=C(Nc1nc(-c2ccc(Br)cc2)cs1)c1cccnc1
    1481	2	25	80	8	-4	3.1	-1	-1	0.0053	-6
> CCOC(=O)C(CCCOc1ccccc1C)C(=O)OCC
    1561	-7	4	103	2	2	2.0	·	1	·	-3
> CC1CCC(C(C)C)C(OC(=O)C2=C3c4ccccc4S(=O)(=O)N3CC2)C1 (stereo unspecified)
    1519	12	1	101	-3	4	4.3	·	-19	0.8	-2
> Cc1nc2ccccc2cc1C(=O)O
    1514	-7	-5	105	1	2	-0.3	·	4	·	-1
> COCCn1c(Cc2ccccc2)nnc1SCC(=O)N(C)C
    1426	-3	0	102	7	5	-0.5	-8	1	1.1	-1
> Cc1cc2ncc(C(=O)Nc3ccccc3)c(C)n2n1
    1517	3	29	79	-5	0	1.5	6	2	0.14	0
> Cc1cccc(OCc2nc(-c3ccccn3)n[nH]2)c1
    1525	-13	8	93	4	-1	1.4	·	-1	0.31	7
> CCCCCCn1c(SCC(=O)c2ccccc2)nc2c1c(=O)[nH]c(=O)n2C
    1538	4	8	98	-4	0	0.2	19	7	·	13
> COc1ccc(C(=O)OCC(=O)Nc2ccccc2)cc1[N+](=O)[O-]
    1372	-2	-2	108	2	-5	1.4	-4	3	-0.98	4
> O=C(Cc1cccs1)Nc1nnc(SCC(=O)NC2CCCCC2)s1
    1515	11	-5	107	4	10	2.3	3	-7	0.24	1
> COc1cc(/C=C/C(=O)OCC(=O)NCCC2=CCCCC2)ccc1O
    1652	-2	5	99	-1	0	0.6	0	3	1.2	5
> COc1ccccc1N1CCN(c2cc(C)nc3nc(C)nn23)CC1
    1595	4	11	91	5	12	0.7	37	5	·	8
> Cc1cc(C)nc(NC(=O)c2ccc(Cl)cc2Cl)n1
    1410	-2	1	101	4	4	0.4	-8	1	0.49	6
> COc1cccc(NC(=O)C2CCCN2C(=O)Nc2cccc(F)c2)c1 (stereo unspecified)
    1375	4	9	95	-8	-1	1.8	15	-8	0.67	-1
> Cc1nc(C)c(-c2csc(NCc3ccco3)n2)s1
    1496	-11	25	80	-25	4	2.3	-14	7	-0.28	-2
> CCc1cccc(NC(=O)c2ccc(Cn3nc(C)cc3C)o2)c1
    1688	-6	-6	103	5	-2	-1.1	-5	1	-0.24	4
> COc1ccc(-c2nn(-c3ccccc3)cc2C(=O)NCCCn2ccnc2)cc1
    1408	-1	2	102	-4	5	0.1	-13	3	·	1
> O=C(COc1ccc2ccccc2c1)N1c2ccccc2Sc2ccccc21
    1724	1	2	107	0	4	6.4	·	8	·	4
> Cc1ccc2c(c1)cc(CN(Cc1ccco1)S(=O)(=O)c1ccccc1)c1nnnn12
    1535	8	9	99	1	3	2.9	10	0	·	-7
> O=C(NCc1ccccc1)C(c1cccs1)N(C(=O)c1csnn1)C1CC1 (stereo unspecified)
    1489	-4	0	102	6	0	-0.2	-10	-4	-0.14	-7
> CC(C)(NO)/C(=N/O)c1cccs1
    1640	5	10	97	1	6	-0.2	-25	6	2.1	5
> CCOC(=O)c1c(C)c(C(=O)NC2CCCCCC2)c(C)n1C
    1497	9	5	99	7	2	4.0	22	4	·	6
> S=c1[nH]c2cc(Cl)ccc2s1
    1695	3	-3	106	3	-1	-1.5	·	3	·	0
> CC(=C/c1ccccc1)/C=N/NC(=O)c1cc(C)oc1C
    1453	2	10	92	-19	0	1.3	12	4	·	2
> Cc1cccc(N(CC(=O)NC2CCCC2)C(=O)c2nsc(Cl)c2Cl)c1C
    1366	-12	0	104	3	-5	-0.4	5	1	-0.92	-9
> CCOc1ccc(NC(=O)CC2SC(=O)N(c3ccccc3)C2=O)cc1 (stereo unspecified)
    1548	3	-12	113	-4	-6	4.7	-10	1	·	-1
> CCN(CC)S(=O)(=O)c1cc(NC(=O)Cn2cnc3ccccc3c2=O)ccc1C
    1583	15	24	84	5	-1	2.2	·	-1	-0.017	4

# Next compounds:
Structure | SRC2 TRFRET art | TLR4-MyD88 BLA | STAT3 inh | STAT3 activator | STAT1 inh | PPARg SRC-1 ag | RAM inhibit | S1P3 antagonist | PPARg SRC-3 ag | ROMK mod | PPARg SRC-2 ag
CCc1nnc(NC(=O)c2cc(S(=O)(=O)N3CCCCC3)ccc2N2CCOCC2)s1 | 1588 | -6 | -5 | 105 | -12 | -4 | 2.4 | -26 | 1 | 0.9 | -7
CCCC(=O)NC(NC(=S)Nc1ccc(S(N)(=O)=O)cc1)C(Cl)(Cl)Cl (stereo unspecified) | 1670 | -6 | 6 | 97 | 16 | 7 | 3.4 | -2 | 0 | · | 11
CCOC(=O)N1CCN(C(=O)c2ccc(OC)c(S(=O)(=O)N3CCOCC3)c2)CC1 | 1577 | -7 | 3 | 98 | 0 | 2 | 1.5 | -6 | -3 | -0.014 | -13
CCN(CC)CCOC(=O)C1c2ccccc2Oc2ccccc21 | 1547 | 0 | 12 | 93 | -3 | 0 | 2.2 | · | -2 | · | -5
COc1ccc(CC(=O)Nc2ccc(OC)c(NC(=O)c3ccco3)c2)cc1 | 1473 | -7 | 26 | 81 | -2 | -6 | 0.0 | -17 | -5 | -0.29 | 9
CCN(CC)c1ccc(C(=O)OCC(=O)Nc2cccc(S(=O)(=O)NC3=NCCCCC3)c2)cc1 | 1475 | 0 | 6 | 96 | 4 | 3 | 0.5 | 3 | 6 | -0.15 | 3
COCCCNC(=O)c1c(F)c(F)c(F)c(F)c1F | 1775 | -18 | 8 | 97 | 4 | -5 | 1.5 | -82 | -2 | · | -3
CCOC(=O)c1nn(-c2ccccc2C)c(=O)c2c(N)scc12 | 1655 | -9 | 7 | 101 | 10 | 5 | 1.9 | -10 | 3 | 0.29 | 11
N#Cc1nc(COc2ccccc2Cl)oc1N1CCCCCC1 | 1562 | -2 | 5 | 100 | 5 | 10 | 6.0 | -3 | 12 | · | 6
CC1NC(=O)NC1CCCCCC(=O)NCCc1ccccc1 (stereo unspecified) | 1384 | -3 | -1 | 103 | -1 | -3 | 3.1 | 5 | -7 | 0.032 | 6

# Profiles as entered above. Order of values: SRC2 TRFRET art | TLR4-MyD88 BLA | STAT3 inh | STAT3 activator | STAT1 inh | PPARg SRC-1 ag | RAM inhibit | S1P3 antagonist | PPARg SRC-3 ag | ROMK mod | PPARg SRC-2 ag
# CCOC(=O)c1nn(-c2ccccc2C)c(=O)c2c(N)scc12 is listed as 1655 | -9 | 7 | 101 | 10 | 5 | 1.9 | -10 | 3 | 0.29 | 11
# CCc1nnc(NC(=O)c2cc(S(=O)(=O)N3CCCCC3)ccc2N2CCOCC2)s1 is listed as 1588 | -6 | -5 | 105 | -12 | -4 | 2.4 | -26 | 1 | 0.9 | -7
# CC1NC(=O)NC1CCCCCC(=O)NCCc1ccccc1 (stereo unspecified) is listed as 1384 | -3 | -1 | 103 | -1 | -3 | 3.1 | 5 | -7 | 0.032 | 6
# CCN(CC)CCOC(=O)C1c2ccccc2Oc2ccccc21 is listed as 1547 | 0 | 12 | 93 | -3 | 0 | 2.2 | · | -2 | · | -5

# More structures.
Structure | SRC2 TRFRET art | TLR4-MyD88 BLA | STAT3 inh | STAT3 activator | STAT1 inh | PPARg SRC-1 ag | RAM inhibit | S1P3 antagonist | PPARg SRC-3 ag | ROMK mod | PPARg SRC-2 ag
CCC(C)(C)NC(=O)C(c1cccn1C)N(C(=O)Cn1nnc2ccccc21)c1ccc(NC(C)=O)cc1 (stereo unspecified) | 1468 | 6 | -1 | 103 | -2 | -7 | -0.1 | -10 | 0 | · | -3
COC(=O)CNC(=O)COC(=O)c1ccc(Cl)nc1 | 1631 | -17 | 2 | 100 | -9 | 3 | -0.4 | -11 | 4 | -0.05 | 3
O=C(Nc1ccccc1N1CCN(c2ccc(F)cc2)CC1)C1CCCCC1 | 1324 | 11 | 3 | 104 | -4 | 6 | 0.3 | 4 | -2 | · | 1
c1ccc(CSc2nnc(-c3cccs3)o2)cc1 | 1625 | 1 | 10 | 93 | -64 | 5 | -0.1 | 3 | 15 | -0.32 | 5
CCOC(=O)CCP(=O)(O)C(O)(c1ccccc1)c1ccccc1 | 1608 | 8 | -3 | 102 | -4 | 0 | 1.4 | · | -8 | -1 | -3
CC(=O)N(CN1C(=O)C2CC=CCC2C1=O)c1cccc(Cl)c1 (stereo unspecified) | 1331 | 0 | -7 | 114 | 8 | -7 | 0.0 | -4 | -7 | · | 1
COC(=O)c1cn(NC(=O)C2CCCCC2)c(=O)c2ccccc12 | 1504 | 2 | 8 | 99 | -4 | 3 | 0.0 | · | -1 | · | 6
O=C(CSCC(=O)Nc1ccccc1)N/N=C/c1c(O)ccc2ccccc12 | 1369 | 3 | 18 | 86 | 3 | 1 | 0.2 | · | -4 | · | -3
O=C(CCCn1c(SCc2cccc([N+](=O)[O-])c2)nc2ccccc2c1=O)NCC1CCCO1 (stereo unspecified) | 1732 | 9 | 2 | 100 | 5 | 4 | 4.9 | -9 | 3 | 0.19 | 9
O=C(CCCc1c[nH]c2ccccc12)N1CCN(c2ccc(N3CCOCC3)nn2)CC1 | 1752 | 1 | 0 | 104 | 6 | 5 | 0.1 | -27 | 4 | · | 4
CCOC(=O)c1c(=O)n(O)c2ccc(C)cc2[n+]1[O-] | 1599 | 2 | 11 | 92 | -3 | -2 | -0.1 | 4 | 10 | -0.031 | 5
Cc1ccc(S(=O)(=O)N2CCCC2C(=O)Nc2nccs2)cc1 (stereo unspecified) | 1659 | 4 | 5 | 100 | 7 | 5 | 1.0 | -4 | 6 | · | -4
O=C(c1cccc(C(=O)N2CCc3ccccc32)n1)N1CCc2ccccc21 | 1796 | 5 | 4 | 100 | 4 | 7 | 1.0 | -8 | 5 | · | 10
Cc1noc(NS(=O)(=O)c2ccc(NC(=O)CCN3C(=O)c4ccccc4C3=O)cc2)c1C | 1499 | -7 | -3 | 104 | -6 | -1 | 2.6 | 1 | 3 | 0.47 | 0
COc1ccccc1N1CCN(C(=O)C(NS(=O)(=O)c2cccs2)c2ccccc2)CC1 (stereo unspecified) | 1485 | 0 | 2 | 100 | 11 | -4 | 0.9 | -13 | 13 | · | -6
O=C(O)CCCNC(=O)c1cncc(Br)c1 | 1441 | 5 | -3 | 103 | 2 | 6 | 3.8 | -8 | 6 | 0.21 | 2
O=C(O)COc1ccc2nsnc2c1Cl | 2267* | -8 | -5 | 108 | 2 | 38* | 1.5 | -14 | 50* | 0.34 | 37*
